Screens: PubChem, National Center for Advancing Translational Sciences (NCATS)
Mm-Cpn inhibitor: inhibitors of Methanococcus maripaludis chaperonin (MmCpn); purified Mm-Cpn ATPase, ADP Transcreener TR-FRET; AID 504842; Potency, µM (titrated, usually from 76.9 µM), without a hit: at the highest dose activity, negative = inhibition, most hits filed as inhibitors; 330,000 tested, 0.031% active; also: potency is read from the fitted curve at half-maximal effect; % is scaled to controls: 0 for no effect and ±100 for the full control effect; nearly all actives have a fitted effect of over 80% in size
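Quantitative HTS used 25 nM Mm-CPN and 10 uM ATP in magnesium/KCl Tris buffer, pH 7.4, with 1 mM DTT. Hydrolysis ran 30 min at 37°C; ADP was read by HTRF.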
ATXN viability: viability counter-screen for ATXN expression inhibitors; S2 cells (HEK-293 line with an ATXN2-luciferase reporter) viability, CellTiter-Fluor protease fluorescence, 24 h; Potency, µM (highest dose often 56.7 µM), usual class: cytotoxic; 400,000 tested, 0.49% active; also: potency is read from the fitted curve at half-maximal effect; nearly all actives have a fitted effect of over 40% in size
HepG2 viability: counter-screen for TGF-b inhibitors: cytotoxicity in HepG2 cells | HepG2 CAGA-GFP viability, ATP luminescence, 18 h | 410,000 tested, 0.76% active | AID 588856 | Potency, µM (highest dose often 46.1 µM), inactives show top-dose activity change, negative = cytotoxicity, actives largely listed as cytotoxic; also: potency is read from the fitted curve at half-maximal effect; some results filed as inactive show a strong effect at the top dose
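CellTiter-Glo luminescence gave cytotoxicity after 18 hours at 37 degrees C. The cells were HepG2 CAGA-GFP in 1% FBS DMEM, stimulated with 500 pg/mL TGF-beta after compound addition. %Activity was normalised to no-cell wells (complete cell-killing) and DMSO (no toxicity), and curves were fitted and classified.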
Nrf2 ARE act: activators of Nrf2 (ARE) signaling; AID 624171; AREc32 ARE-luciferase reporter (MCF7-derived line), luminescence, 24 h; 410,000 tested, 0.31% active; Potency, µM (top dose mostly 46.1 µM), for inactives: top-dose activation, usual class: activators; also: potency is read from the fitted curve at half-maximal effect; % of control where 0% means no effect; nearly all actives have a fitted effect of over 65% in size
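Quantitative high-throughput format: AREc32 reporter cells, 1000 per well, received compound by pin transfer and were incubated 24 hr at 37 deg C, 5% CO2, before Steady-Glo luminescence detection.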
A549 tox: kills or reduces viability of A549 cells in Nrf2 counter-screen; Potency, µM (top dose mostly 46 µM), inactives show top-dose activity change, negative = cytotoxicity, actives largely listed as inhibitors; AID 504648; 390,000 tested, 0.16% active; A549 ARE-Fluc cells, CellTiter-Fluor viability, 18-24 h; also: potency is read from the fitted curve at half-maximal effect; % is scaled to controls: 0 for no effect and ±100 for the full control effect
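Cytotoxicity counterscreen: CellTiter-Fluor fluorescence was measured in A549 ARE_Fluc cells after 18-24 h of compound exposure in a concentration series. The subsequent BugLite luminescent read reports ARE-luciferase activity.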
TGFb inhibitor: TGF-b pathway inhibition. HepG2 CAGA-GFP TGF-b/SMAD3 reporter, GFP fluorescence, 18 h; TGF-beta stimulated, 500 pg/mL final. Potency, µM (highest dose often 46.1 µM), for inactives: at the top dose activity, negative = inhibition, most hits filed as inhibitors. 410,000 tested, 1.2% active. AID 588855; also: potency is read from the fitted curve at half-maximal effect; % is scaled to controls: 0 for no effect and ±100 for the full control effect; nearly all actives have a fitted effect of over 65% in size
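Read-out: total well GFP (ex488/em500-530) summed from mean per-cell fluorescence. Cells: HEPG2 CAGA-GFP, 1% FBS DMEM, 18 h at 37 degrees C with 500 pg/mL final TGF-beta. Unstimulated wells served as the full-inhibition control; stimulated DMSO wells = 0%.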
pAkt inh: inhibitors of Akt phosphorylation; activity change, % for hits at 50 µM; 360,000 tested, 0.32% active; Neuro2A IGF-stimulated pAkt S473 HTRF, 20 min; active compounds read low; AID 651550; in the data active = activity change below about -80%; inconclusive = mostly about -51% to -80%; also: % is scaled to controls: 0 for no effect and ±100 for the full control effect
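Neuro2A cells (4,500/well, DMEM with 0.5% FBS) were treated with compound at a single 50 µM final concentration, stimulated with 6 nM IGF for 20 min at 37 °C, and lysed. Phospho-Akt Ser473 was read by HTRF as 665/615 ratio ×10^4.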
Nrf2 inh: blocks Nrf2 signaling | AID 504444 | A549 ARE-Fluc reporter, luciferase luminescence, 18-24 h | 360,000 tested, 2.1% active | Potency, µM (doses to about 46 µM), for the others: top-dose activity change, negative = inhibition, actives largely listed as inhibitors; also: potency is read from the fitted curve at half-maximal effect; % is scaled to controls: 0 for no effect and ±100 for the full control effect; nearly all actives have a fitted effect of over 60% in size
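Quantitative HTS in A549 cells stably bearing an antioxidant response element-firefly luciferase construct. Inhibition of Nrf2-driven transcription was scored by luminescence after 18-24 h of compound exposure at 37 °C.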
CCT modulator: changes cytosolic chaperonin activity; purified chaperonin ATPase assay, HTRF ADP detection, 30 min; activity change, % (test concentration not listed), hits read low; 360,000 tested, 0.3% active; AID 651819; in the data active = activity change below about -30%; also: % is scaled to controls: 0 for no effect and ±100 for the full control effect
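TRiC (40 or 20 nM final, by batch activity) in 30 mM Tris pH 7.4, 100 mM KCl, 5 mM MgCl2, 1 mM DTT was treated with compound at 76 uM single dose, then 10 uM ATP, 30 min at 37 °C. ADP was read by HTRF Transcreener.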
Numbers without * were called inactive; i = inactive; u = inconclusive; x = no result given; [ ] = dose if it differs, or a comment. Unless noted, calls follow the shape of the dose curve; as a rule, active = well fitted curve in the direction sought with a large enough effect; inconclusive = small, poorly fitted or top-dose-only effect, or another doubt; inactive = no such curve, though single readings can be large; an effect the other way counts as inactive or inconclusive. Not a hit list; overall some 4.4% were active at least once.

SMILES	Mm-Cpn inhibitor	ATXN viability	HepG2 viability	Nrf2 ARE act	A549 tox	TGFb inhibitor	pAkt inh	Nrf2 inh	CCT modulator
CCOc1ccc(OCCC(=O)OC(C)C(=O)Nc2ccc(Cl)cn2)cc1 (stereo not drawn)	1%	i	7%	0.4%	-4%	-5%	i	7%	-2.9
O=C(NC1CCCCC1)c1ccc(NS(=O)(=O)c2cccc3cccnc23)cc1	3%	u	-31%	0.3%	1%	6%	i	-15%	2.5
Cc1sc2ncnc(NCCCn3ccnc3)c2c1C	0%	i	-3%	-0.5%	7%	-17%	i	-4%	-2.2
Cc1ccc(C(=O)OC(C)CN2C(C)CCCC2C)cc1 (stereo not drawn)	2%	i	-31%	-0.3%	-1%	4%	i	-8%	2.2
CCCS(=O)(=O)c1nc(S(=O)(=O)c2ccc(C)cc2)c(N2CCN(CC)CC2)s1	2%	i	1%	u	1%	-3%	i	-13%	-2.7
CN(C(=O)c1ccc2nc(N)sc2c1)c1ccccc1	0%	i	16%	0.2%	7%	12%	i	-4%	-0.6
Cc1ccc(CC(CC(=O)NCCc2ccc3c(c2)OCO3)C(=O)O)cc1 (stereo not drawn)	-5%	x	4%	-0.5%	-6%	-18%	x	0%	0.1
COc1cc(NC(=O)C2=C(C)OCCS2)c(Cl)cc1C(=O)NCCCN1CCCC(C)C1 (stereo not drawn)	x	i	-19%	-0.4%	x	4%	i	x	1.4
O=C(CC(NC(=O)OCc1ccccc1)c1nn[nH]n1)OCc1ccccc1 (stereo not drawn)	x	i	-8%	-0.2%	x	u	i	x	-1.9
CCSc1nnc(Cc2cc(=O)[nH]c(=O)[nH]2)n1-c1ccc(Cl)cc1	0%	i	6%	-0.6%	1%	-4%	i	7%	-1.2

Part of the list above, reformatted:
| structure | Mm-Cpn inhibitor | ATXN viability | HepG2 viability | Nrf2 ARE act | A549 tox | TGFb inhibitor | pAkt inh | Nrf2 inh | CCT modulator |
| --- | --- | --- | --- | --- | --- | --- | --- | --- | --- |
| O=C(NC1CCCCC1)c1ccc(NS(=O)(=O)c2cccc3cccnc23)cc1 | 3% | u | -31% | 0.3% | 1% | 6% | i | -15% | 2.5 |
| Cc1sc2ncnc(NCCCn3ccnc3)c2c1C | 0% | i | -3% | -0.5% | 7% | -17% | i | -4% | -2.2 |
| Cc1ccc(C(=O)OC(C)CN2C(C)CCCC2C)cc1 (stereo not drawn) | 2% | i | -31% | -0.3% | -1% | 4% | i | -8% | 2.2 |
| CCCS(=O)(=O)c1nc(S(=O)(=O)c2ccc(C)cc2)c(N2CCN(CC)CC2)s1 | 2% | i | 1% | u | 1% | -3% | i | -13% | -2.7 |
| CN(C(=O)c1ccc2nc(N)sc2c1)c1ccccc1 | 0% | i | 16% | 0.2% | 7% | 12% | i | -4% | -0.6 |
| Cc1ccc(CC(CC(=O)NCCc2ccc3c(c2)OCO3)C(=O)O)cc1 (stereo not drawn) | -5% | x | 4% | -0.5% | -6% | -18% | x | 0% | 0.1 |

The main list resumes; the 2 compounds before the break are reprinted first.
SMILES	Mm-Cpn inhibitor	ATXN viability	HepG2 viability	Nrf2 ARE act	A549 tox	TGFb inhibitor	pAkt inh	Nrf2 inh	CCT modulator
O=C(CC(NC(=O)OCc1ccccc1)c1nn[nH]n1)OCc1ccccc1 (stereo not drawn)	x	i	-8%	-0.2%	x	u	i	x	-1.9
CCSc1nnc(Cc2cc(=O)[nH]c(=O)[nH]2)n1-c1ccc(Cl)cc1	0%	i	6%	-0.6%	1%	-4%	i	7%	-1.2
O=C1CSCC(=O)N1Cc1ccc(Cl)cc1Cl	-8%	i	-35%	-0.2%	13%	-2%	i	3%	-1.8
COc1cccc(C2=NOC(C(=O)NCC3CCCO3)C2)c1 (stereo not drawn)	2%	i	2%	-0.1%	1%	-1%	x	x	-1.8
Cc1cc(-c2ccc(C)c(S(=O)(=O)NCCCN3CCCCCC3)c2)on1	-4%	i	-10%	-0.7%	4%	1%	i	u	-2.1
C=C(C)C(=O)N1CC2(CC(c3cccc(NC(=O)/C(C)=C\C)c3)=NO2)C[C@H]1C(N)=O (stereo partly drawn)	0%	i	-5%	-0.5%	0%	-2%	i	-19%	-0.3
CCc1nc2ccc(C(=O)NCc3ccccc3OC)cn2c1N(C)Cc1ccc(N(C)C)cc1	x	i	-28%	-1.6%[9.22 µM]	x	0%	i	x	0.1
O=c1[nH]c(SCc2ccc(Cl)cc2)nc2c1CCC2	-2%	i	-1%	0.0%	-5%	-4%	i	-8%	-1.3
COc1ccc(C2CC(c3ccc4ccccc4c3OC(C)=O)=NN2C(C)=O)cc1 (stereo not drawn)	1%	i	-25%	0.0%	-2%	u	i	u	-0.3
CN1CCc2c(sc3c2C(=O)NC(c2ccc(OC(=O)c4ccccc4)cc2)N3)C1 (stereo not drawn)	x	x	-4%	10%	-9%	3%	x	u	x
Cc1sc(NC(=O)CCCCC(=O)Nc2sc(C)c(C)c2C(=O)O)c(C(=O)O)c1C	x	i	-1%	0.2%	3%	-16%	i	7%	1.0
COC(=O)C1=C(C(=O)OC)[C@@H]2Nc3ccccc3[C@@]23C[C@@H](C(=O)OC)N(C(=O)NC2CCCCC2)C3=N1	x	i	0%	-1.3%	1%	-3%	i	1%	-0.8
Nc1ccc2c(c1)C(=O)Cc1ccccc1S2	-1%	i	-17%	2.5%	5%	-5%	i	4%	-0.3
COc1ccc(C(=O)CCC(=O)N2CCN(c3ccc(N4CCOCC4)nn3)CC2)cc1	-3%	i	0%	-0.6%	-4%	0%	i	-11%	-4.2
O=C(Nc1cccc(C(=O)N2CCCCC2)c1)c1ccccc1Br	0%	i	4%	0.0%	4%	-11%	i	-2%	-1.1
CCCCOc1ccccc1C1C(C(=O)OC)=CN(CC)C=C1C(=O)OC	-4%	x	21%	3.2%	24%	0%	i	-26%	-0.5
O=C(Nc1nnc(-c2ccc3c(c2)OCCO3)o1)C1CCCCC1	-5%	i	11%	0.3%	0%	-2%	i	u	0.7
CC(C)(Oc1ccc(CCNC(=O)c2ccc(-c3ccc(Cl)cc3)o2)cc1)C(=O)O	-8%	i	-13%	-0.2%	-5%	-2%	i	u	-2.9
CCN(C(=O)COC(=O)c1ccc(Cl)c(N)c1)C1CCS(=O)(=O)C1 (stereo not drawn)	2%	i	2%	0.6%	-1%	-8%	i	u	-4.3
Cc1ccc(O)c(C(=O)CC(=O)c2cccc(F)c2)c1	-15%	i	-44%	u	-19%	-26%	i	-29%	-1.9
COc1ccc2sc(-c3ccc(N(C)C)cc3)c(-c3ccc4cc[nH]c4c3)c2c1	-21%	i	-28%	7.9%	-9%	-13%	i	11%	-1.1
CC(C)C[C@H](NC(=O)C1(c2ccccc2)CCN(C(=O)[C@H]2CSCN2C(=O)OC(C)(C)C)CC1)C(=O)O	0%	i	7%	-0.7%	-3%	-3%	i	-2%	0.1
CCn1c(CCCCc2n[nH]c(=S)n2CC)n[nH]c1=S	3%	i	-5%	-0.4%	6%	-6%	i	-1%	-2.7
CCOc1ccccc1NC(=O)C(=O)NCC(c1cccnc1)N1CCN(c2ccccc2)CC1 (stereo not drawn)	x	x	-2%	-0.1%	0%	-2%	x	-9%	x
COc1ccccc1/C=C/CN1CCCC(CO)(CCc2ccccc2)C1 (stereo not drawn)	-3%	i	-39%	2.3%	0%	-23%	i	9%	-1.0
O=C(N/N=C/c1ccc(O)c(O)c1)c1ccc(-n2cnnn2)cc1	0%	i	-10%	-0.8%	-1%	u	i	8%	-0.8
O=C(O)CCC1=C2c3ccccc3CCN2C(=O)CC1	0%	i	11%	-1.7%	7%	16%	i	x	1.2
CCc1cc(CNC(=O)CCc2nnc(Cc3cccc(C)c3)o2)on1	0%	i	-13%	0.5%	4%	0%	i	-1%	0.5
Cc1cc(Br)cn2c(Cc3ccsc3)c(-c3ccco3)nc12	x	u	16µM*	7.1µM*	x	6.3µM*	i	x	-0.3
CC(=O)Nc1c(-c2ccccc2)nc2cc(C)ccn12	2%	i	4%	-0.4%	0%	-4%	i	3%	-0.5
COc1cccc(C#Cc2ccc3c(c2)O[C@H](CN(C)S(=O)(=O)c2ccccc2F)[C@H](C)CN([C@H](C)CO)S3(=O)=O)c1	x	i	-11%	0.2%	x	-1%	i	x	0.3
CCOC(=O)C1=C(C)NC(=O)NC1c1ccoc1 (stereo not drawn)	1%	i	3%	-0.1%	1%	-2%	i	x	2.4
CCn1c(=O)c2cc(C(=O)NCCN(C)C)sc2c2ccccc21	-2%	i	-60%	16%	-4%	0%	i	19%	-0.2
CCOc1ccc(Cl)cc1C(c1c(C)[nH][nH]c1=O)c1c(C)[nH][nH]c1=O	1%	i	1%	0.5%	-2%	3%	i	-3%	-0.4
CS(=O)(=O)N1CCCC(C(=O)Nc2cccc(F)c2)C1 (stereo not drawn)	1%	i	-28%	0.2%	5%	-18%	i	u	0.5
Cc1nc([N+](=O)[O-])c(C(=O)O)n1C	0%	i	10%	0.1%	1%	12%	i	0%	0.4
COc1cccc(Nc2nc(CC(C)=O)ns2)c1	1%	i	-3%	7.3%	3%	-8%	i	25%	-1.5
CN(CC(=O)Nc1ccccc1Cl)C(=O)CSc1ncc(C(F)(F)F)cc1Cl	0%	i	9%	-0.2%[9.22 µM]	-4%	13%	i	7%	2.1
CCOc1ccc(S(=O)(=O)n2c(C)nc3ccccc32)cc1	-4%	i	-4%	0.1%	-10%	-12%	i	-30%	-1.1
COc1ccc(C(=S)N2CCCC2)cc1	-1%	i	10%	1.8%	11%	-5%	i	3%	-3.7
O=C(O)/C=C/C(=O)Nc1ccc(Oc2ncnc3cc(Cl)ccc23)nc1	-2%	i	17%	-0.2%	0%	-28%	i	u	-2.9
